15-hLO inh = 15-hLO (ALOX15) enzyme inhibition | purified 15hLO-1, xylenol orange hydroperoxide absorbance | Potency, µM (doses to about 57.1 µM), without a hit: top-dose activity change, negative = inhibition, usual class: inhibitors | 74,000 compounds, 1.4% hits | AID 887; note: potency is the fitted concentration of half-maximal effect; % is set by controls: 0 for no effect and ±100 for the full control effect; nearly all actives have a fitted effect of over 55% in size
Target sequence (P16050 whole entry, looked up): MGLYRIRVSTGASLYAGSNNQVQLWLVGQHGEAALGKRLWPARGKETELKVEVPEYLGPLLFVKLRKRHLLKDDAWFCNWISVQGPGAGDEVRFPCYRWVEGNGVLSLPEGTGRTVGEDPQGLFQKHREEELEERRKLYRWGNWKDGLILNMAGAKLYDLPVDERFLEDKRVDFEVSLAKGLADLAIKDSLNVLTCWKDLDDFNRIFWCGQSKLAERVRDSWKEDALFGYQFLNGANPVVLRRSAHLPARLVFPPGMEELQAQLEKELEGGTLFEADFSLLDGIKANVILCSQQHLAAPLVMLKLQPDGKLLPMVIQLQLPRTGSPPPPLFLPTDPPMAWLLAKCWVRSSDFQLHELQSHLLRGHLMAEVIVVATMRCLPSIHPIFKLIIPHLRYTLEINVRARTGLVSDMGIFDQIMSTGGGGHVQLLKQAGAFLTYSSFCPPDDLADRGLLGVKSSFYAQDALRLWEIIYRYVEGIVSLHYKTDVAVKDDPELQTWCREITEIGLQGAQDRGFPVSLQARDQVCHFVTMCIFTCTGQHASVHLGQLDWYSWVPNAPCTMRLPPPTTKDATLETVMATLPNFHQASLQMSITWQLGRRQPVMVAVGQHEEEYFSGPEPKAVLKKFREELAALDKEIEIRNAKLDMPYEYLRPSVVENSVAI
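Hydroperoxide formed from arachidonic acid (50 uM) by purified human 15hLO-1 (40 nM) oxidizes ferrous iron, and the ferric-xylenol orange complex is read at 573 versus 405 nm. Compounds were preincubated 15 min; reaction ran 6 min at room temperature.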
Hsp90 Hop PPI = changes Hsp90-Hop TPR2A binding signal, up or down. AlphaScreen TPR2A-His6 binding biotin-Hsp90 C-terminal peptide. Potency, µM (doses to about 57 µM), for the others: at the top dose activity change, negative = inhibition. 71,000 compounds, 0.44% hits. AID 595; active = well fitted curve in either direction with a large enough effect; inconclusive = small, poorly fitted or top-dose-only effect, or another doubt; note: potency is the fitted concentration of half-maximal effect; % is set by controls: 0 for no effect and ±100 for the full control effect; many of its hits are not listed in these tables
DNA Pol III inh = DNA polymerase III holoenzyme inhibition. 71,000 compounds, 0.25% hits. reconstituted DNA polymerase III holoenzyme replication, biochemical. Potency, µM (top dose mostly 57.1 µM), inactives show at the highest dose activity change, negative = inhibition; note: potency is the fitted concentration of half-maximal effect; % is set by controls: 0 for no effect and ±100 for the full control effect
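Reconstituted *E. coli* holoenzyme (0.35 nM Pol III, 1 nM beta, 154 nM SSB, 2 nM primase) was preincubated with compound for 15 min at RT. Synthesis on 1.4 nM ssM13Gori ran 35 min, then was stopped with PicoGreen/EDTA and read as dsDNA fluorescence.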
Rhodamine autofl = rhodamine region autofluorescence | Rhodamine-region fluorescence, 547/598 nm, Tris buffer; stronger effect = higher value | max dye-equivalent concentration, M | 59,000 compounds, 0.05% hits; in the data active = max dye-equivalent concentration above about 11 nM; inconclusive = between about 1.1 nM and that limit
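Read-out is relative fluorescence at 547 nm excitation and 598 nm emission, expressed as dye-equivalent concentration using rhodamine standards on every plate. Each compound was profiled across a concentration series after 15 min in 100 mM Tris, pH 8.0.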
Ub-GFP proteasome = proteasome inhibitors stabilizing ubiquitin-GFP reporter; Potency, µM (series often up to 45.9 µM), for the others: at the highest dose activation (GFP accumulation), most hits filed as activators; 67,000 tested, under 10 active; Ubiquitin-GFP reporter cells, proteasome inhibition, GFP fluorescence; response scale: untreated = 0%, 10 µM MG-132 = 100%; active = well fitted activation curve with a large enough effect, not every such curve was filed as active; inconclusive = small, poorly fitted or top-dose-only effect, or another doubt; inactive = no such curve, though single readings can be large or run the other way; note: potency is the fitted concentration of half-maximal effect
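U2OS Ub(G76V)-GFP reporter; O/N plating, 0.5% FBS; cpd 46 uM–2.9 nM, 4 h, 37 °C; GFP+ cell count, 488/515 nm; norm. to basal vs 10 uM MG-132; CRC fit.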
Fluorescein autfl = compound autofluorescence in fluorescein spectral region. Compound autofluorescence, 480/540 nm, fluorescein-equivalent; stronger effect = higher value. max fluorescein-equivalent concentration, M. 59,000 compounds, 0.91% hits; in the data active = max fluorescein-equivalent concentration above about 10 nM; inconclusive = between about 1.1 nM and that limit
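Values reflect compound autofluorescence, normalized to fluorescein on the same plate and reported at each tested concentration. Conditions: 100 mM Tris pH 8.0, room temperature, 15 min, excitation 480 nm, emission 540 nm.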
Texas Red fluor = compound fluoresces in the Texas Red spectral region; Compound fluorescence, Texas Red channel, 547/618 nm; stronger effect = higher value; max dye-equivalent concentration, M; 59,000 compounds, 0.06% hits; in the data active = max dye-equivalent concentration above about 10 nM; inconclusive = between about 1.1 nM and that limit
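Fluorescence at ex 547/em 618 nm, normalized against an on-plate Texas Red standard series to give dye-equivalent concentration per compound concentration. Buffer 100 mM Tris, pH 8.0; 15 min RT incubation before CCD imaging.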
HADH2 inhib = inhibitors of human HADH2 dehydrogenase. Q99714. recombinant HADH2, NADH fluorescence, beta-hydroxybutyryl-CoA. Potency, µM (titrated, usually from 57.1 µM), for the others: top-dose activity change, negative = inhibition, most hits filed as inhibitors. 73,000 compounds, 3.4% hits. AID 886; note: potency is the fitted concentration of half-maximal effect; % is set by controls: 0 for no effect and ±100 for the full control effect; nearly all actives have a fitted effect of over 60% in size; many of its hits are not listed in these tables
Target sequence (Q99714 whole entry, looked up, one chain of several): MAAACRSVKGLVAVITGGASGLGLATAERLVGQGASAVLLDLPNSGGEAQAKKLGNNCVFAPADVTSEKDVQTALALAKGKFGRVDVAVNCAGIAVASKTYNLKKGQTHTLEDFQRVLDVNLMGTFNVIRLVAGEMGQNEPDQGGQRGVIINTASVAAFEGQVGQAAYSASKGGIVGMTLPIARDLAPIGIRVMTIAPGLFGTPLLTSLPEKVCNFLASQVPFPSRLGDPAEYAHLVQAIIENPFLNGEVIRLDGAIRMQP
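NADH fluorescence (ex 360/em 450 nm) read every 30 s for 4 min; activity taken as last-minus-first time point difference. Enzyme 20 nM, NAD+ 1 mM, beta-hydroxybutyryl-CoA 90 uM, pH 9.0 Tris buffer.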
HBB splicing = modulators of hemoglobin beta chain splicing; HBB splicing reporter cell assay, activation; EGFP reporter with mutant IVS2-654 intron; response scale: normalised to 500 nM splice-correcting PNA; Potency, µM (top dose mostly 46.1 µM), inactives show top-dose activation, most hits filed as activators; 65,000 compounds, 0.06% hits; note: potency is the fitted concentration of half-maximal effect; 0% is about no effect
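HeLa cells stably expressing EGFP interrupted by mutant beta-globin intron 2 (IVS2-654), 500/well in 2% FCS. Treated with compound for 2 days at 37C. Splicing correction scored as total well GFP intensity (488 nm excitation, 500-520 nm emission); 500 nM antisense PNA served as control.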
Epigenetic mod = derepresses silenced GFP locus in mouse C127i cells; Potency, µM (top dose mostly 46.1 µM), inactives show at the highest dose GFP derepression (activation); mouse C127i GFP locus derepression, cytometry, 30 h; 68,000 compounds, 0.09% hits; note: % of control where 0% means no effect
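Read-out is the number of GFP-positive cells, scored as fluorescent objects 20 to 120 um wide, reflecting derepression of a silenced CMV-GFP reporter in murine C127i cells after 30 h compound exposure at 37 C.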
4-MU autofl = 4-MU region autofluorescence | compound autofluorescence, 340/450 nm, 4-MU equivalents; stronger effect = higher value | max dye-equivalent concentration, M | 59,000 compounds, 11% hits | AID 589; in the data active = max dye-equivalent concentration above about 10 nM; inconclusive = mostly about 1.1 nM to 9.6 nM
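Intrinsic fluorescence at 340/450 nm (ex/em) was read after 15 min at room temperature in pH 8.0, 100 mM Tris. Each compound concentration expressed as 4-MU-equivalent concentration from a six-point 4-MU standard series on each plate.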
* = called active by the depositor; i = inactive; ? = inconclusive; . = no result given; ! = not active in a repeat; [ ] = remark or other dose. Unless noted, calls come from the whole dose curve; as a rule, active = well fitted curve in the direction sought with a large enough effect; inconclusive = small, poorly fitted or top-dose-only effect, or another doubt; inactive = no such curve, though single readings can be large; an effect the other way counts as inactive or inconclusive. The list is partial; count on the stated rates, not on these rows.

SMILES	15-hLO inh	Hsp90 Hop PPI	DNA Pol III inh	Rhodamine autofl	Ub-GFP proteasome	Fluorescein autfl	Texas Red fluor	HADH2 inhib	HBB splicing	Epigenetic mod	4-MU autofl
COC(=O)c1cc(Cl)c(NS(=O)(=O)c2ccccc2)cc1OC	7.6%	-2.9%	0.4%	i	-0.2%	i	i	-21.0%	-0.9%	-2.0%	i
CCOC(=O)c1[nH]c2ccc(OC)cc2c1NC(=O)N1CCOCC1	-3.8%	-8.0%	1.2%	i	-5.5%	i	i	25.1µM*	2.0%[1.84 µM]	-2.0%	1.27e-07M*
CCOC(=O)c1oc2cc(O)cc(C)c2c(=O)c1-c1cscn1	.	.	.	i	.	i	i	.	.	0.0%[20.6 µM]	?
COc1ccccc1Oc1ccc(S(=O)(=O)NCc2ccccn2)cc1	-2.6%	-2.7%	1.8%	i	1.1%	i	?	-3.3%	-1.0%	3.2%	i
COCC(=O)N(CCc1ccc(OC)c(OC)c1)Cc1nc2ccccc2c(=O)[nH]1	-2.8%	-2.2%	0.6%	i	-2.6%	i	?	18.1%	-0.9%	-2.3%	?
CCCCOc1ccc(-c2nnn(CC(=O)Nc3ncc(CC(=O)OCC)s3)n2)cc1	-7.2%	-1.2%	3.8%	i	3.0%	?	i	-5.1%	0.5%[57.5 µM]	-2.7%	i
C=CCOc1ccccc1C1C2=C(CC(C)(C)CC2=O)Nc2c1c(=O)n(C)c(=O)n2C (stereo unspecified)	12.8%	-3.0%	-0.4%	i	-2.6%	?	i	-6.4%	3.1%[57.5 µM]	-2.2%	6.29e-07M*
CSc1nc(N)c(C#N)c(-c2ccccc2Cl)c1C#N	.	.	.	i	.	?	i	.	.	3.0%[20.6 µM]	i
CN(C)CCCn1c(NC(=O)C2CCCCC2)nc2ccccc21	.	.	.	i	.	i	i	.	.	2.3%[20.6 µM]	i
CNc1ccccc1-c1nc2ccccc2n(C)c1=O	.	.	.	i	.	?	i	.	.	-2.6%[20.6 µM]	i
c1ccc2cc(OCCN3CCCC3)ccc2c1	0.5%[11.4 µM]	-4.0%[11 µM]	-4.0%[11.4 µM]	.	-4.5%[9.17 µM]	.	.	1.3%[11.4 µM]	1.2%[0.0738 µM]	0.4%	.
O=c1c2cc(N3CCOCC3)ccc2[nH]c(=S)n1CCCN1CCCCC1	3.5%	-4.5%	-0.2%	i	-6.0%	?	i	-3.5%	-0.7%[0.369 µM]	3.8%	2.07e-08M*
COc1cccc(OCCNC(=O)c2cccc(OC)c2)c1	3.7%	-1.9%	-2.4%	i	-5.3%	?	i	2.1%	0.5%	2.4%	i
COc1cc2c(C(=O)NC3CCCCCC3)cn(C)c(=O)c2cc1OC	5.7%	-1.7%	0.9%	i	-4.4%	i	i	7.0%	-3.2%	1.0%	i
Cn1c(SCc2ccc(Br)cc2)nnc1-c1ccncc1	5.1%	-4.0%	-8.1%	i	3.1%	i	?	2.9%	-0.2%	0.0%	i
N#Cc1cccc(-n2c(-c3ccccc3)nnc2-c2ccccc2)c1C#N	.	.	.	i	.	i	i	.	.	5.3%[20.6 µM]	?
COC(=O)c1oc2ccc(Br)cc2c1NC(=O)CN1CCN(C)CC1	7.9%	-1.6%	-7.7%	i	8.3%	i	?	1.7%	2.2%	0.0%	i
O=C1CN(C(=O)CSc2nnnn2-c2ccc(Cl)cc2)c2ccccc2N1	-10.4%	-0.9%	-3.4%	i	-1.8%	i	i	-7.0%	0.0%[57.5 µM]	4.9%	i
CC1c2[nH]c3ccccc3c2CCN1C(=O)Nc1ccccc1 (stereo unspecified)	-14.4%	-12.7%	1.5%	i	0.9%	i	i	-16.9%	0.0%	-2.6%	1.23e-07M*
O=C(c1cccnc1)N1CCc2ccccc21	3.3%	-0.9%	0.0%	.	4.3%	.	.	0.1%	-1.6%	0.0%	.
CCc1cc2c(=O)n(-c3ccccc3)cnc2s1	7.5%	-1.6%	-1.4%	i	-3.4%	i	i	3.5%	-0.6%	-1.1%	i
CCOC(=O)CNC(=O)CNC(=O)c1ccc(OC)cc1	.	.	.	i	.	i	i	.	.	0.0%[20.6 µM]	i
CC1(C)N=C(N)N=C(N)N1c1cccc(OCc2cccc(N)c2)c1	2.5%[11.4 µM]	0.8%[11 µM]	-10.8%[11.4 µM]	i	-3.6%[9.17 µM]	?	i	3.5%[11.4 µM]	-1.0%[9.22 µM]	-1.3%[9.22 µM]	i
COCCCn1c(=O)c2ccccc2c2ccccc2c1=O	3.3%	4.2%	-0.2%	i	1.7%	i	i	1.0%	0.2%	-2.8%	i
O=C(O)C1C2C=CC(O2)C1C(=O)NCc1ccc(Cl)cc1 (stereo unspecified)	1.2%	-1.0%	1.3%	i	8.7%	i	i	11.3%	0.1%	5.9%	i

The list goes on.
SMILES	15-hLO inh	Hsp90 Hop PPI	DNA Pol III inh	Rhodamine autofl	Ub-GFP proteasome	Fluorescein autfl	Texas Red fluor	HADH2 inhib	HBB splicing	Epigenetic mod	4-MU autofl
CC1(C)N=C(c2cccc(F)c2)C(=O)N1	0.1%	-5.0%	-2.4%	i	-3.6%	i	i	-2.4%	-0.4%	4.0%	2.46e-08M*
O=C(O)Cc1cc2ccccc2nc1C(=O)O	-11.7%[25.6 µM]	-4.4%	-4.4%	.	2.6%	.	.	1.7%	.	-0.9%	.
Cc1nn(Cc2ccccc2Cl)c(C)c1C(=O)Nc1nnc(C2CC2)s1	-3.0%	-4.0%	5.3%	i	-1.7%	?	i	2.0%	-0.8%	3.8%	i
Cc1cc(NC(=O)c2cnn3c(C(F)(F)F)cc(-c4ccccc4)nc23)no1	-3.7%	-4.3%	-0.3%	i	7.4%	?	i	-0.2%	-1.0%	-2.9%	?
CC1=C(C(=O)OC(C)C)C(c2ccncc2)n2ncnc2N1 (stereo unspecified)	8.8%	0.0%	-8.0%	i	1.0%	i	i	-3.5%	-0.2%	-2.7%	i
CCOC(=O)Oc1c(OC)cc(C(=O)O[C@H]2C[C@H]3CN4CCc5c([nH]c6cc(OC)ccc56)[C@@H]4C[C@H]3[C@@H](C(=O)OC)[C@@H]2OC)cc1OC	-7.9%[25.6 µM]	?	2.0%[25.6 µM]	i	0.4%[20.5 µM]	?	i	0.1%[25.6 µM]	4.5%[20.6 µM]	1.7%[20.6 µM]	i
CCCn1c(C)nc2c(c1=O)c1nc3ccccc3nc1n2CCC1=CCCCC1	-11.6%	-1.8%	-6.7%	i	-1.1%	?	i	44.9%[activator]	2.8%[0.369 µM]	-1.6%	3.26e-07M*
COc1cc(-c2nc(-c3ccc(-c4ccccc4)nc3OC)no2)cc(OC)c1OC	7.8%	-0.7%	-5.6%	i	1.5%	?	i	8.3%	-3.2%	0.0%	?
COc1ccccc1NC(=O)CSc1nnc(-c2ccccc2)o1	-0.2%	1.0%	-2.8%	.	-1.8%	.	.	1.3%	1.7%	0.0%	.
CC1CCCC(C)N1C(=O)CN1CCN(c2nc(-c3ccc(F)cc3)cs2)CC1 (stereo unspecified)	-6.7%	-18.9%	1.8%	i	-7.6%	i	?	-12.3%	.	5.1%	i
NC(=S)SCCC(=O)O	-9.1%[11.4 µM]	-2.0%[11 µM]	-5.0%[11.4 µM]	i	3.4%[9.17 µM]	?	i	-10.4%[11.4 µM]	2.5%[9.22 µM]	-2.2%[9.22 µM]	i
CCN1C(=O)c2cccc3c(S(=O)(=O)Nc4ncccc4C)ccc1c23	?	3.8%	-2.6%	i	-1.7%	?	i	-0.1%	-2.1%	-1.1%	2.66e-08M*
COc1ccc(-c2nc(N)ncc2Oc2ccccc2Br)c(O)c1	-3.6%	-11.1%	-4.8%	i	13.3%	i	i	24.3%	-0.2%	10.3%	i
Cc1ccsc1C(=O)OCC(=O)NCc1ccc2c(c1)OCO2	9.4%	-2.2%	-5.9%	i	1.7%	?	i	24.8%	4.5%	-1.1%	i
COCCn1nnnc1CN1CCOCC1	-8.8%	2.0%	-2.1%	i	3.4%	i	i	-10.5%	.	0.0%	i
CN(C)CCNS(=O)(=O)N(C)C	2.8%[11.4 µM]	-5.2%[11 µM]	-4.8%[11.4 µM]	i	0.0%[9.17 µM]	?	i	4.8%[11.4 µM]	4.0%[9.22 µM]	2.2%[9.22 µM]	i
COc1ccc(CCN2CCC(Nc3nc4ccccc4n3Cc3ccc(F)cc3)CC2)cc1	-18.9%	-7.6%[26 µM]	-7.8%[25.6 µM]	i	2.1%[20.5 µM]	?	i	-1.1%[25.6 µM]	0.4%[20.6 µM]	10µM*!	i
COc1cccc(C(=O)N(Cc2ccco2)Cc2cc3cccc(C)c3[nH]c2=O)c1	?	?	10.1%	i	-5.3%	i	i	10.3%	-2.7%[57.5 µM]	-0.6%	i
O=C(c1ccc(S(=O)(=O)N2CCOCC2)cc1)N1CCN(c2ccc(F)cc2)CC1	-1.4%	0.2%	-4.7%	.	15.8%	.	.	-2.7%	-0.5%[9.22 µM]	-2.2%	.

Screens as filed in PubChem.
